Screening results deposited in PubChem BioAssay by several laboratories.
SIAH1 antagonists = Siah-1 peptide-binding antagonists, primary screen, biochemical, fluorescence polarization, rhodamine-plectin, uHTS (AID 1817) | E3 ubiquitin-protein ligase SIAH1 (Homo sapiens) | Siah-1 / rhodamine-plectin peptide fluorescence polarization; higher % means a stronger effect | displacement, % at 20 µM; hits with a dose series show IC50 in µM | actives 0.02% (n = 290,000);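 active = displacement of at least 50% at 20 µM, with a fluorescence ratio check between 0.3 and a set limit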;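 note: plate controls were Siah plus tracer with DMSO for no effect and tracer alone without Siah for full effect; strong numbers were not always called active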
GPR35 antagonists = GPR35 antagonists blocking zaprinast-driven arrestin recruitment, primary screen, imaging, U2OS, beta-arrestin-GFP, zaprinast agonist (AID 2058) | G-protein coupled receptor 35 (Homo sapiens) | U2OS GPR35 beta-arrestin-GFP translocation imaging, zaprinast antagonism; higher % means a stronger effect | one-dose inhibition, % at 10 µM; IC50 in µM for titrated hits | actives 0.052% (n = 290,000);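 active = inhibition of at least 50% with at least 30 cells and total cytoplasm GFP at most 10,000,000; inconclusive = under 30 cells or total GFP of 10,000,000 plus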
HIV fusion peptide = inhibitors of HIV fusion peptide binding, primary screen, biochemical, uHTS, fluorescence dequenching (AID 1986) | cell-free peptide binding, fluorescence dequenching, 30 min; higher % means a stronger effect | one-dose inhibition, % at 20 µM; IC50 in µM for titrated hits | actives 0.3% (n = 290,000); in the data active = inhibition mostly above about 52%, no sharp cut-off; inactive = mostly below about 76%; note: some results filed as inactive read as strong as hits
Rac1 GTP hydrolysis = MgcRacGAP GTPase-activating activity inhibitors, confirmation, biochemical, ADP Hunter fluorescence; Rac GTPase-activating protein 1 (Homo sapiens); MgcRacGAP-stimulated Rac1 GTP hydrolysis, ADP Hunter fluorescence; higher % means a stronger effect; GST-tagged Rac1 F28L mutant substrate; inhibition, % at 30 µM, or IC50 in µM where a hit was titrated; actives 0.6% (n = 340,000);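 active = first-screen hits whose inhibition reached a set limit at any dose in the follow-up dose series; inconclusive = inhibition above the set first-screen limit but never retested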;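 note: fluorescence reports GDP produced by GAP-driven GTP hydrolysis; strong numbers were not always called active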
GPR55 antagonists = GPR55 antagonists blocking LPI-driven arrestin recruitment, primary screen, imaging, U2OS, beta-arrestin-GFP, LPI agonist (AID 2013). one-dose inhibition, % at 10 µM; IC50 in µM for titrated hits. G-protein coupled receptor 55 (Homo sapiens). U2OS GPR55 beta-arrestin-GFP translocation imaging, LPI antagonism; higher % means a stronger effect. actives 0.13% (n = 290,000);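 active = spots per cell inhibited over 60%, with over 100 cells counted and total cytoplasm intensity under 500,000; inconclusive = wells with under 100 cells, flagged as likely toxic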;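 note: U2OS cells stably carrying GPR55 and arrestin-GFP stimulated by 5 µM LPI near EC80; imaged beta-arrestin-GFP aggregate spots per cell after agonist stimulation; plate controls were LPI-stimulated DMSO wells for no effect and DMSO wells without LPI for full effect; some results filed as inactive read as strong as hits; confirmed hits need IC50 under 10 µM and bright autofluorescent wells are also inconclusive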
PhoP inhibition = inhibitors of PhoP regulon expression, primary screen, Salmonella Typhimurium, GFP reporter (AID 1863); S. Typhimurium PhoP-regulated promoter GFP reporter, 4 h; higher % means a stronger effect; inhibition, % at 50 µM, or IC50 in µM where a hit was titrated; actives 0.16% (n = 300,000);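 active = inhibition over 29.93%, a cutoff 3 SD above the screen mean, later confirmed by dose response; inconclusive = inhibition over 29.93% but no dose response follow-up; inactive = inhibition at most 29.93% or unconfirmed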;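 note: 0% = low Mg2+ inducing control and 100% = high Mg2+ repressing control; strong numbers were not always called active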
NTR1 agonist = agonists of NTR1, primary screen, imaging, U2OS cells, beta-arrestin-GFP, high content (AID 493036). NTR1-U2OS beta-arrestin-GFP spot imaging, agonist mode. activation, % at 20 µM. actives 0.17% (n = 330,000);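 active = activation at or above 40% of the spot to cytoplasm intensity ratio, with at least 20 cells analyzed; inconclusive = wells under 20 cells, flagged as cytotoxic or low count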;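 note: 0% = DMSO without peptide and 100% = 100 nM NTR1 peptide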
Target sequence (P30989 whole entry, looked up): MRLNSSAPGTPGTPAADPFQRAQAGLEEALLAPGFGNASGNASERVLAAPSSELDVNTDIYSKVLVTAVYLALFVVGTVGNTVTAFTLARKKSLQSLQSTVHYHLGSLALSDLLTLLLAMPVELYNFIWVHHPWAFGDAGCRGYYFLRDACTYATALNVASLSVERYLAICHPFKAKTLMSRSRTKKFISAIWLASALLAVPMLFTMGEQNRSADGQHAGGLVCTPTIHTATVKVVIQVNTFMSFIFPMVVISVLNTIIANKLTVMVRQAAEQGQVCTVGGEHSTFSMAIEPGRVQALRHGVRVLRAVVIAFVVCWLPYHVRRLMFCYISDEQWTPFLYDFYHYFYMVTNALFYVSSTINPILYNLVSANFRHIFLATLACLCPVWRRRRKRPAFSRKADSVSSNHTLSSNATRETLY
LYP inhibition = inhibitors of LYP phosphatase, biochemical, fluorescence intensity, uHTS (AID 1779); Tyrosine-protein phosphatase non-receptor type 22 (Homo sapiens); recombinant LYP phosphatase, fluorescence intensity; higher % means a stronger effect; inhibition, % at 11.5 µM, or IC50 in µM where a hit was titrated; actives 0.054% (n = 290,000); in the data active = inhibition above about 50%;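 note: plate controls were vehicle with enzyme for no effect and no enzyme for full effect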
Myeloid diff MLP = induction of myeloid progenitor differentiation, primary screen, cell-based, flow cytometry, MLPCN library; actives 1% (n = 360,000); AID 624256, 2012; ER-HoxA9 myeloid progenitors, lysozyme-GFP differentiation; calls only at 10 µM;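 active = normalized GFP-positive differentiation at or above the plate's own cutoff, the solvent-only control mean plus 3 SD; inconclusive = no clear call, values can overlap the other calls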;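 note: cells exposed to compound for four days before flow analysis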
NTR1 agonist cell count 20 µM = recorded beside NTR1 agonist, whose call it bears; cell count; measured here: cell count, cytotoxicity flag
Myeloid diff MLP GFP+ MAC1+ % = also measured in Myeloid diff MLP; calls as there; GFP+ MAC1+ double positive, %; measured here: differentiation confirmed by MAC1 staining
* = called active by the depositor; i = inactive; ? = inconclusive; . = no result given.

SMILES	SIAH1 antagonists	GPR35 antagonists	HIV fusion peptide	Rac1 GTP hydrolysis	GPR55 antagonists	PhoP inhibition	NTR1 agonist	NTR1 agonist cell count 20 µM	LYP inhibition	Myeloid diff MLP	Myeloid diff MLP GFP+ MAC1+ %
CSc1ncccc1C(=O)OCC(=O)C(C)(C)C	11%	19%	-0.4%	4%	10%	11%	1.0	34	0%	i	0.2
Cc1nn(-c2ccccc2)c(C)c1NC(=O)COC(=O)CC(C)c1ccccc1 (configuration not stated)	.	.	.	-7%	.	5%	0.1	52	.	i	0.0
Cc1ccc(S(=O)(=O)NC2CC(C)(C)NC(C)(C)C2)c(C)c1C	5%	5%	1.4%	9%	6%	7%	0.7	73	-10%	i	0.5
Cc1nn(C(=O)c2cccc([N+](=O)[O-])c2)c(C)c1Br	0%	8%	-0.5%	7%	-2%	2%	-0.9	37	-6%	i	0.6
O=C(CC1C(=O)NCCN1C(=O)Nc1ccc(F)cc1)Nc1ccc(F)cc1 (configuration not stated)	0%	-6%	1.1%	8%	0%	-12%	0.1	40	-4%	i	0.3
O=C(NNC(=S)Nc1ccccc1)c1cccc(Br)c1	5%	14%	-0.1%	11%	2%	12%	3.1	57	-6%	i	6.1
CC1CCCN(c2nc(NCc3ccco3)nc(N)c2[N+](=O)[O-])C1 (configuration not stated)	-3%	1%	-1.3%	5%	-7%	-3%	2.4	52	6%	i	0.3
O=C(Cc1ccc(S(=O)(=O)N2CCOCC2)s1)Oc1ccc(F)cc1	.	.	.	-2%	.	8%	0.4	47	.	i	0.7
CCOC(=O)C(C)n1cnc2c(nnn2-c2cccc(Cl)c2)c1=O (configuration not stated)	-1%	15%	-2.9%	11%	-1%	-10%	2.7	69	-12%	i	2.2
NNc1nccc(Nc2ccccc2C(=O)O)n1	7%	2%	16%	2%	-5%	-5%	1.1	51	-5%	i	0.3
Cc1ccc(C)c(-n2c(-c3csc(C)c3)n[nH]c2=S)c1	-1%	-9%	2.3%	7%	18%	-5%	-1.7	48	-7%	i	1.3
Cc1ccc2[nH]cc(C(=O)CN3CCC4(CC3)OCCO4)c2c1	24%	-3%	0.0%	-3%	-1%	-2%	-2.9	86	-1%	i	0.8
COc1ccc(OCC(=O)N/N=C(\C)c2ccc(-n3ccnc3)cc2)cc1	4%	0%	-3.2%	6%	7%	-14%	1.5	61	-5%	i	0.3
NNc1nc(Nc2ccccc2)nc(N2CCCCC2)n1	-5%	-3%	-3.9%	-6%	-2%	3%	0.7	43	-2%	i	1.5
CC(C)O/N=C1\C(=O)N(c2ccccc2)c2ccccc21	20%	-5%	-2.7%	7%	5%	15%	1.5	47	-3%	i	0.3
Cc1ccc(S(=O)(=O)N2CCN(C(=O)c3ccc(N4CCCC4)c([N+](=O)[O-])c3)CC2)cc1	-4%	6%	-1.0%	6%	6%	6%	1.8	65	-2%	i	1.4
O=C(c1cc(F)ccc1F)C1CCCN(C(=O)c2ccco2)C1 (configuration not stated)	10%	8%	2.3%	4%	11%	-4%	-1.4	89	-8%	i	0.2
CCC(C)(C)c1ccc(OCCCC[n+]2cccc(C)c2)c(C(C)(C)CC)c1	-1%	-18%	3.9%	12%	-13%	26%	.	.	-22%	?	.
CN(C)C(=O)CSc1nnc(Cc2ccccc2)n1Cc1ccco1	-8%	5%	6.1%	6%	0%	2%	0.6	81	-4%	i	2.4
Cc1ccc(S(=O)(=O)N(CCC(=O)Nc2ccc(OC(F)(F)F)cc2)c2ccccc2)cc1	4%	-8%	0.1%	3%	-1%	-4%	7.1	60	5%	i	0.3
O=C(C1CCN(c2nnc(N3CCCC3=O)s2)CC1)N1CCN(c2cccc(C(F)(F)F)c2)CC1	0%	4%	-0.2%	7%	12%	2%	0.5	68	-5%	i	3.2
COc1ccc(CCNc2cc(C)nc(N)n2)cc1OC	2%	-2%	-1.0%	14%	-12%	3%	.	.	-9%	i	0.5
Cc1c(Cl)cnc(NC(=O)COC(=O)c2cccc(S(=O)(=O)N3c4ccccc4CC3C)c2)c1Cl (configuration not stated)	-2%	12%	-1.5%	4%	7%	-14%	2.0	47	6%	i	0.1
COc1cc(C(=O)NCc2ccc(-c3nc4ccccc4o3)cc2)cc(OC)c1OC	1%	0%	-0.5%	2%	-6%	3%	5.4	65	-2%	i	0.6
O=C(c1cc(C2CC2)on1)N1CCN(C(c2ccccc2)c2ccccc2)CC1	17%	-17%	-2.6%	2%	6%	0%	4.8	54	7%	i	1.4
COc1ccc2c(c1)CC/C2=N\OC(=O)c1ccccc1OC	2%	-10%	-0.8%	-3%	12%	-1%	2.3	83	0%	i	0.0
CC(C(=O)OCC(=O)Nc1ccc2c(c1)OCO2)N1C(=O)c2ccccc2C1=O (configuration not stated)	-2%	-8%	-2.4%	5%	0%	0%	0.9	63	-7%	i	0.6
COc1ccccc1NC(=O)N1CCC(c2nc3ccccc3o2)CC1	3%	2%	3.8%	6%	7%	-11%	0.9	37	-10%	i	1.1
O=C(c1ccccc1)c1coc2ccc(O)c(CN3CCOCC3)c12	5%	10%	-1.6%	5%	6%	24%	-4.4	85	1%	i	1.3
CCn1c(S(=O)(=O)O)nc2ccccc21	-3%	-8%	-0.5%	11%	10%	-4%	0.7	57	-1%	i	0.4
O=C(Nc1ccc(C#Cc2ccccc2)cc1)C1CC1	-4%	10%	-1.1%	10%	-2%	-4%	2.3	99	7%	i	1.4
COc1cc2[nH]c(=O)n(Cc3ccc(C(=O)NCCCN4CCN(C)CC4)cc3)c(=O)c2cc1OC	2%	3%	0.3%	7%	-3%	-5%	-2.6	65	2%	i	0.3
Cc1cccc2cc(C#N)c(SCC(=O)N3CC(=O)Nc4ccccc43)nc12	-9%	-6%	7.2%	10%	16%	9%	3.7	53	0%	?	.
COC(C[C@H]1O[C@@H]1[C@@H](O)COCc1ccccc1)OC	32%	-12%	1.2%	12%	-4%	-4%	8.1	85	-11%	i	1.0
Cc1cc(C)c2nc(-c3ccccn3)cc(C(=O)NCc3cc(C)n(C)n3)c2c1	3%	-1%	3.5%	8%	?	-3%	5.4	64	-6%	i	0.8
COCC(=O)N(C)CC1CCCN(CCc2ccccc2OC)C1 (configuration not stated)	-2%	-7%	-0.2%	6%	15%	-1%	-0.5	51	-8%	i	0.3
CCOC(=O)CN1C(=O)CCSc2ccc(Cl)cc21	1%	-15%	0.5%	7%	-1%	3%	0.0	38	-12%	i	0.4
COCCNC(=S)N/N=C(\C)c1ccccc1F	-1%	-8%	-0.4%	9%	-1%	-5%	0.2	26	-1%	i	0.4
O=C(Cc1ccsc1)N1CCN(S(=O)(=O)c2cccc(F)c2)CC1	.	.	.	-4%	.	-7%	0.7	54	.	i	0.3
Cc1noc(N)c1C(=O)Nc1ccc(F)cc1	-1%	16%	3.3%	10%	.	-1%	-0.2	56	-1%	i	0.6
COC(=O)c1cc(S(=O)(=O)NCc2ccc(F)cc2)cn1C	4%	5%	-0.4%	-5%	-6%	.	-3.8	50	-10%	i	1.8
Cc1ccc(-c2ccc(=O)n(CC(=O)NCC3COCCO3)n2)cc1 (configuration not stated)	-2%	-7%	1.9%	1%	0%	-6%	0.4	39	2%	i	3.7
CC(C)N(Cc1nc(-c2ccccc2)no1)C(=O)CSc1ccccc1	1%	3%	1.4%	16%	9%	3%	2.3	60	5%	i	6.4
O=C(Nc1cccc(O)c1)C1CC(c2ccc(Cl)cc2)=NO1 (configuration not stated)	3%	25%	-0.7%	10%	1%	-11%	-1.0	60	-7%	i	0.7
Cc1ccccc1NC(=O)CCC(=O)N/N=C/c1cccnc1	4%	2%	0.3%	5%	-2%	-6%	-0.4	58	-6%	i	2.7
O=C1CC(C2CCCO2)C(=O)N1Cc1ccccc1 (configuration not stated)	-5%	-14%	-1.4%	5%	11%	7%	0.4	59	-4%	i	0.8
O=C(c1cc(=O)[nH]c2ccccc12)N1CCN(c2ccc([N+](=O)[O-])cc2)CC1	-5%	21%	-3.8%	11%	8%	-2%	0.2	78	-9%	i	0.9
CC1=C(C(=O)OCC(C)C)C(c2cccs2)NC(=S)N1 (configuration not stated)	4%	11%	-1.2%	13%	6%	4%	2.7	45	-2%	i	1.1
Cc1ccc(C(=O)Nn2cnnc2)cc1	5%	-8%	0.0%	9%	8%	-5%	-0.2	93	-3%	i	0.6
CCS(=O)(=O)N1Cc2ccccc2CC1C(=O)Nc1ccc(C)cc1 (configuration not stated)	-3%	8%	1.0%	3%	1%	8%	-2.1	59	-7%	i	0.9
C/C(=N\NC(=O)c1ccccc1O)c1ccc(NC(=O)c2ccccc2)cc1	-3%	8%	4.5%	5%	14%	2%	2.6	59	-2%	i	0.0
COc1cccc(C=Nc2ccc3c(c2)CCC3)c1O	6%	0%	-2.7%	7%	-8%	7%	-0.4	42	-7%	i	0.7
CCOc1cc(C2/C(=C(/O)c3ccc(S(=O)(=O)N4CCCCC4)cc3)C(=O)C(=O)N2CCOC)ccc1O (configuration not stated)	3%	5%	12%	7%	2%	-7%	-0.4	58	-6%	i	0.9
COC(=O)c1ccccc1NC(=O)CSc1n[nH]c(-c2ccncc2)n1	-6%	-9%	0.3%	-7%	-1%	-1%	0.2	69	-18%	i	1.1
O=C1c2cccc3cccc(c23)C(=O)N1c1ccccc1Cl	-1%	-10%	-0.7%	3%	8%	-5%	3.3	65	-3%	i	0.4
COc1ccc(NC(=O)CSc2nc3ccccc3c(=O)n2CCCC(=O)NCC2CCCO2)c(OC)c1 (configuration not stated)	14%	4%	0.8%	9%	14%	4%	-0.5	48	-11%	i	0.0
COC(=O)C1=C(O)/C(=C\c2ccc(O)c(OC)c2)N=C1C	-1%	-9%	9.1%	20µM*	14%	7%	-2.2	57	-5%	i	8.8

No enrichment for hits; overall some 2.4% were active at least once.
